Tcruzi prolif – T. cruzi proliferation inhibition. hit rate 5.9% among 77,000. T. cruzi beta-gal in NIH3T3, GalScreen luminescence, 90 h. inhibition, % at 8.34 µM;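 active = mean inhibition above about 93%, with at least 55% of replicates each passing it, limit read from the data, passing the limit was not always enough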
KDM4C inh – blocks human GASC-1 (KDM4C) demethylase activity; GST-KDM4C 2-372, H3K9me3 peptide, LANCE TR-FRET; inhibition, % at 12.5 µM; Q9H3R0; hit rate 0.15% among 96,000;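 active = mean replicate inhibition above about 25%, with at least 55% of replicates also reaching it, limit read from the data, passing the limit was not always enough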
Target sequence (Q9H3R0 2-372 limits assumed): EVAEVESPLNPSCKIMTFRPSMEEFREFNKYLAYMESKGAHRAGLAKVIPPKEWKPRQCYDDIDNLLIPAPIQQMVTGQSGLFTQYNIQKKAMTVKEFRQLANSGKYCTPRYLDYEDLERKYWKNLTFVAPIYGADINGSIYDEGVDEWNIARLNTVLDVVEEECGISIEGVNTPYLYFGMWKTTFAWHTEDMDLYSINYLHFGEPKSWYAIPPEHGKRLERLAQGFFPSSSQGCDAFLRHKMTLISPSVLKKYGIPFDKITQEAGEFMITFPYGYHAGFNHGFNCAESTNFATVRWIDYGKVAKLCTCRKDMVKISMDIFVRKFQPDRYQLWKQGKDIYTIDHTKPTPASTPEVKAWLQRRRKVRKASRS
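Material: GST-tagged GASC-1 (JMJD2C) catalytic fragment, aa 2-372 / Quantity: enzyme final amount 10 nM / Medium: HEPES buffer, pH 7.5, plus ascorbate / Doses: one test concentration per compound / Incubation: 30 min reaction, 60 min detection, RT / Measured by: LANCE TR-FRET / Read-out: inhibition from TR-FRET ratio decrease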
C diff growth – blocks growth of Clostridium difficile; Clostridium difficile clinical isolate growth, OD600, 24 h; stronger effect = lower value; growth activity, negative = inhibition, % at 16 µg/mL (by protocol); hit rate 0.25% among 86,000;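 active = mean growth activity at or below -80% and every replicate also at or below -80%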;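 also: 0% = DMSO wells and -100% = levofloxacin 16 µg/mL wells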
Pf Dd2 inh – P. falciparum Dd2 growth inhibition. SYBR Green, 72 h; stronger effect = lower value. activity change, % at 10 µM. hit rate 2.3% among 94,000. AID 1159554; in the data active = activity change below about -80%
Numbers without * were called inactive; . = not tested or not shown; & = joins results of further samples.

#1 Cc1noc(C)c1S(=O)(=O)N(C)C[C@H]1Oc2ccc(NC(=O)CCCCCC(=O)Nc3ccccc3N)cc2CC(=O)N([C@@H](C)CO)C[C@H]1C
#2 O=C(NC1CCCC1)N[C@H]1C=C[C@H](CC(=O)N2CCOCC2)O[C@@H]1CO
#3 C/C=C/c1cnc2c(c1)C(=O)N([C@@H](C)CO)C[C@@H](C)[C@@H](CN(C)Cc1ccncc1)O2
#4 CC(C)NC(=O)Nc1cccc2c1O[C@@H](CN(C)C(=O)Nc1ccc(C(F)(F)F)cc1)[C@@H](C)CN([C@@H](C)CO)C2=O
#5 Cc1noc(C)c1S(=O)(=O)N(C)C[C@@H]1Oc2ccc(NC(=O)CCCCCC(=O)Nc3ccccc3N)cc2CC(=O)N([C@H](C)CO)C[C@@H]1C
#6 CC(C)C#Cc1cnc2c(c1)C(=O)N([C@@H](C)CO)C[C@@H](C)[C@H](CN(C)C(=O)c1ccccn1)O2
#7 C[C@@H]1CCCCO[C@@H](CN(C)Cc2ccc(C(F)(F)F)cc2)[C@H](C)CN([C@@H](C)CO)C(=O)c2cc(NS(=O)(=O)c3ccc(F)cc3)ccc2O1
#8 COc1ccc(C#Cc2cnc3c(c2)C(=O)N([C@H](C)CO)C[C@H](C)[C@H](CN(C)CC2CCOCC2)O3)cc1
compound no. | 1 | 2 | 3 | 4 | 5 | 6 | 7 | 8
C diff growth | -6 | 0 | -3 | -8 | 5 | -1 | 7 | 0
KDM4C inh | -0.2 | -3.3 | -1.2 | -1.3 | 0.6 | -2.4 | -1.5 | -2.8
Pf Dd2 inh | -20 | 2 | 30 | -19 | -5 | 12 | -47 | -34
Tcruzi prolif | . | . | 18 | 44 | 67 | . | 28 | -28

#9 Cc1noc(C)c1NC(=O)Nc1ccc2c(c1)CC(=O)N([C@H](C)CO)C[C@@H](C)[C@H](CN(C)C(=O)Nc1ccccc1)O2
#10 C[C@@H]1CN([C@@H](C)CO)C(=O)c2cc(NS(C)(=O)=O)ccc2O[C@H]1CN(C)C(=O)Nc1ccc2c(c1)OCO2
#11 O=C(C1CC1)N1CCCCN2[C@@H](CO)[C@@H](c3ccc(-c4ccncc4)cc3)[C@@H]2C1
#12 C[C@@H]1CN([C@H](C)CO)C(=O)c2cccc(NC(=O)c3ccc(-c4nccs4)cc3)c2O[C@@H]1CN(C)C(=O)Nc1ccc(F)cc1
#13 CN(C)CC(=O)Nc1ccc2c(c1)[C@H]1C[C@H](CC(=O)N3CCOCC3)O[C@H](CO)[C@H]1O2
#14 Cn1cnc(S(=O)(=O)N2C[C@@H](O)COC[C@@H]3O[C@H](CC(=O)NC4CCC4)CC[C@H]32)c1
#15 Cc1noc(C)c1NC(=O)Nc1ccc2c(c1)C(=O)N([C@H](C)CO)C[C@@H](C)[C@@H](CN(C)C(=O)Nc1ccccc1)OCCCC[C@@H](C)O2
#16 CO[C@@H]1CN(C)C(=O)c2ccc(NC(=O)C3CC3)cc2OC[C@H](C)N(Cc2cccc(F)c2)C[C@@H]1C
compound no. | 9 | 10 | 11 | 12 | 13 | 14 | 15 | 16
C diff growth | -3 | . | -5 | -5 | 0 | -2&-4 | -8 | 3
KDM4C inh | -0.3 | 0.3 | . | -0.9 | -0.9 | -0.7 | -0.7 | 2.9
Pf Dd2 inh | 8 | 16 | 17 | -47 | 15 | 8 | -57 | -15
Tcruzi prolif | 10 | -82 | -132 | 55 | 57 | . | -1 | 18

Rewritten with bars between the fields: entries from further up.
cpd | mol | C diff growth | KDM4C inh | Pf Dd2 inh | Tcruzi prolif
3 | C/C=C/c1cnc2c(c1)C(=O)N([C@@H](C)CO)C[C@@H](C)[C@@H](CN(C)Cc1ccncc1)O2 | -3 | -1.2 | 30 | 18
4 | CC(C)NC(=O)Nc1cccc2c1O[C@@H](CN(C)C(=O)Nc1ccc(C(F)(F)F)cc1)[C@@H](C)CN([C@@H](C)CO)C2=O | -8 | -1.3 | -19 | 44
5 | Cc1noc(C)c1S(=O)(=O)N(C)C[C@@H]1Oc2ccc(NC(=O)CCCCCC(=O)Nc3ccccc3N)cc2CC(=O)N([C@H](C)CO)C[C@@H]1C | 5 | 0.6 | -5 | 67
6 | CC(C)C#Cc1cnc2c(c1)C(=O)N([C@@H](C)CO)C[C@@H](C)[C@H](CN(C)C(=O)c1ccccn1)O2 | -1 | -2.4 | 12 | .

(listing goes on)
#17 COc1cccc(C(=O)Nc2ccc3c(c2)C(=O)N(C)C[C@H](OC)[C@H](C)CN(C)[C@@H](C)CO3)c1
#18 C[C@H]1CN([C@@H](C)CO)C(=O)c2cccc(NC(=O)Nc3ccc(C(F)(F)F)cc3)c2O[C@H]1CN(C)S(=O)(=O)c1ccccc1
#19 CC(C)NC(=O)Nc1ccc2c(c1)C(=O)N([C@@H](C)CO)C[C@@H](C)[C@@H](CN(C)S(=O)(=O)c1cn(C)cn1)O2
#20 CNC[C@@H]1Oc2ccc(NC(=O)Nc3ccccc3)cc2C(=O)N([C@H](C)CO)C[C@H]1C
#21 C[C@H]1CCCCO[C@H](CN(C)S(=O)(=O)c2ccccc2)[C@@H](C)CN([C@@H](C)CO)C(=O)c2cc(NS(=O)(=O)c3cccs3)ccc2O1
#22 C[C@@H]1CN([C@@H](C)CO)C(=O)c2cccc(NC(=O)C3CCOCC3)c2O[C@H]1CN(C)C(=O)Nc1ccccc1
#23 O=C(C[C@H]1CC[C@H]2[C@@H](COC[C@@H](O)CN2Cc2ccc(Oc3ccccc3)cc2)O1)N1CCc2ccccc2C1
#24 C[C@@H]1CN([C@H](C)CO)S(=O)(=O)c2ccc(C#Cc3ccncc3)cc2O[C@H]1CN(C)S(=O)(=O)c1ccc(F)cc1
compound no. | 17 | 18 | 19 | 20 | 21 | 22 | 23 | 24
C diff growth | . | . | -5 | 1 | -2 | 1 | 57&17 | 4
KDM4C inh | -0.6 | -3.9 | -0.4 | -1.8 | -1.9 | 0.5 | . | -8.7
Pf Dd2 inh | -12 | -9 | 35 | 15 | . | 12 | -25 | -86*
Tcruzi prolif | -27 | 28 | 11 | 0 | 61 | . | 52 | 107

#25 COc1ccccc1C(=O)Nc1ccc2c(c1)C(=O)N(C)C[C@H](OC)[C@H](C)CN(C(C)=O)[C@@H](C)CO2
#26 Cc1ccc(S(=O)(=O)Nc2ccc3c(c2)CC(=O)N([C@@H](C)CO)C[C@H](C)[C@H](CN(C)Cc2ccc(C(=O)Nc4ccccc4N)cc2)O3)cc1
#27 C[C@@H]1CN([C@@H](C)CO)C(=O)c2cccc(NC(=O)Nc3ccc4c(c3)OCO4)c2O[C@H]1CN(C)Cc1ccccc1
#28 N#C[C@H]1[C@@H](c2ccccc2-c2cccc(F)c2)[C@H](CO)N1C(=O)c1cccnc1
#29 Cc1cccc(S(=O)(=O)N(C)C[C@@H]2OCc3cnnn3CCCC(=O)N([C@H](C)CO)C[C@H]2C)c1
#30 C[C@@H]1CN([C@H](C)CO)C(=O)c2cc(NC(=O)c3ccccc3)ccc2O[C@@H](C)CCCCO[C@H]1CN(C)C(=O)c1ccccc1
#31 CCN1[C@H](C(=O)NC2CCC2)[C@@H](CO)[C@@H]2Cn3c(ccc(-c4ccc(F)cc4)c3=O)[C@@H]21
#32 COc1ccc(NC(=O)Nc2ccc3c(c2)CC(=O)N([C@H](C)CO)C[C@@H](C)[C@@H](CN(C)CC2CCCCC2)O3)cc1
compound no. | 25 | 26 | 27 | 28 | 29 | 30 | 31 | 32
C diff growth | . | -6 | 0 | 3 | 0&-1 | 3 | -3 | -7
KDM4C inh | 3.3 | 5.7 | 1.0 | 21 | -0.4 | 2.1 | 6.8 | -1.3
Pf Dd2 inh | -11 | -87* | -13 | 1 | -21&8 | -23 | 21 | -25
Tcruzi prolif | 5 | 75 | 68 | . | -22&-33 | 50 | . | 42

#33 N#C[C@H]1[C@@H](c2ccccc2C2=CCCC2)[C@@H](CO)N1C(=O)NC1CCCC1
#34 C[C@@H]1CN([C@@H](C)CO)C(=O)c2ccccc2-c2ccccc2CO[C@@H]1CN(C)S(=O)(=O)c1ccc(F)cc1
#35 C[C@@H]1CN([C@H](C)CO)C(=O)c2cc(NC(=O)Nc3ccc4c(c3)OCO4)ccc2O[C@H]1CN(C)S(=O)(=O)c1ccc(F)cc1
#36 CO[C@@H]1CN(C)C(=O)c2ccc(NC(=O)Nc3ccccc3)cc2OC[C@@H](C)N(C(C)=O)C[C@@H]1C
#37 C[C@@H]1CN([C@H](C)CO)C(=O)Cc2cc(NC(=O)CCC(F)(F)F)ccc2O[C@@H]1CN(C)C(=O)Nc1ccccc1
#38 O=C(C[C@H]1C=C[C@@H](NC(=O)CN2CCOCC2)[C@H](CO)O1)NC1CCCCC1
#39 Cn1cnc(S(=O)(=O)N2CC[C@@H]3[C@H](CO)Nc4ccc(-c5cccc(F)c5)cc4[C@@H]32)c1
#40 COc1cccc(CN2[C@@H](CO)[C@H](c3ccccc3)C23CN(C(=O)C2CCCC2)C3)c1
compound no. | 33 | 34 | 35 | 36 | 37 | 38 | 39 | 40
C diff growth | 15 | . | 5 | -4 | -4 | 1 | -13 | 5
KDM4C inh | 1.4 | -1.1 | 0.0 | 0.7 | 0.2 | -0.6 | -0.8 | .
Pf Dd2 inh | -30 | 19 | 6 | . | 12 | 35 | 14 | -76
Tcruzi prolif | . | 16 | 41 | 12 | 4 | -68 | 93 | .

#41 CCNC(=O)C[C@@H]1CC[C@H]2[C@H](COc3ccc(NC(=O)Nc4ccccc4OC)cc3C(=O)N2C)O1
#42 Cc1noc(C)c1NC(=O)Nc1ccc2c(c1)C(=O)N([C@H](C)CO)C[C@@H](C)[C@@H](CN(C)Cc1ccc3c(c1)OCO3)OCCCC[C@H](C)O2
#43 COCC(=O)N1C[C@H]2[C@@H](c3ccccc31)[C@@H](CO)N2C(=O)NC(C)C
#44 O=C(Cc1ccccn1)NCC[C@H]1CC[C@H](NC(=O)Nc2ccc(C(F)(F)F)cc2)[C@@H](CO)O1
#45 O=C(C[C@@H]1CC[C@@H]2[C@H](COC[C@H](O)CN2Cc2cc(F)ccc2F)O1)N[C@@H]1CCN(Cc2ccccc2)C1
#46 OC[C@@H]1[C@@H]2c3ccccc3NC[C@@H]2N1CC1CCCCC1
#47 Cc1noc(C)c1NC(=O)N(C)C[C@@H]1Oc2ccc(NS(=O)(=O)c3c(C)noc3C)cc2C(=O)N([C@@H](C)CO)C[C@H]1C
#48 C[C@@H]1CCCCO[C@H](CN(C)C(=O)Nc2ccc3c(c2)OCO3)[C@H](C)CN([C@H](C)CO)C(=O)c2cc(NC(=O)Cc3ccccc3)ccc2O1
compound no. | 41 | 42 | 43 | 44 | 45 | 46 | 47 | 48
C diff growth | -4 | 0 | -6 | 0 | 1&-1 | 8 | -3 | 1
KDM4C inh | 1.3 | -0.9 | 0.1 | 0.0 | 1.6 | -1.4 | -1.0 | -0.7
Pf Dd2 inh | -10 | -58 | 17 | -15 | -60 | -24 | 18 | -82*
Tcruzi prolif | 22 | 38 | 20 | -4 | 77 | -42 | 6 | 74

#49 O=C(c1ccncc1)N1C[C@@H]2[C@H](c3ccccc31)[C@@H](CO)N2C(=O)Nc1ccccc1Cl
#50 COc1ccc(-c2cnc3c(c2)C(=O)N([C@H](C)CO)C[C@H](C)[C@@H](CN(C)C(=O)CN(C)C)O3)cc1
#51 C[C@@H]1CN([C@@H](C)CO)S(=O)(=O)c2ccc(/C=C/c3ccccc3)cc2O[C@@H]1CN(C)C(=O)c1ccc2c(c1)OCO2
#52 CNC(=O)C[C@@H]1CC[C@H]2[C@H](COc3ccc(NC(=O)C(C)C)cc3C(=O)N2C)O1
#53 CC(C)C#Cc1ccc2c(c1)O[C@@H](CN(C)S(=O)(=O)c1cn(C)cn1)[C@@H](C)CN([C@H](C)CO)S2(=O)=O
#54 O=C(C[C@@H]1C[C@H]2c3cc(NC(=O)Nc4ccccc4)ccc3O[C@H]2[C@@H](CO)O1)NCc1ccccc1
#55 C[C@@H]1CN([C@H](C)CO)C(=O)Cc2cc(NC(=O)Cc3ccccc3)ccc2O[C@@H]1CN(C)Cc1ccncc1
#56 C[C@H]1CN([C@@H](C)CO)C(=O)Cc2cc(NC(=O)CCCCCC(=O)Nc3ccccc3N)ccc2O[C@H]1CN(C)Cc1ccncc1
compound no. | 49 | 50 | 51 | 52 | 53 | 54 | 55 | 56
C diff growth | 2 | -7 | -1 | -1 | 8&-6 | -1 | 2 | -2
KDM4C inh | 0.5 | 17 | -2.3 | -1.8 | -0.2 | -0.1 | . | 9.3
Pf Dd2 inh | -1 | -7 | -35 | 19 | 0&-35 | -36 | -11 | -8
Tcruzi prolif | 17 | 105* | 93 | -10 | 73 | 47 | . | 26

#57 O=C(C1CCOCC1)N1CC(=O)N2[C@H](C1)[C@H](c1ccc(C#CC3CC3)cc1)[C@@H]2CO
#58 CCCN1[C@@H]2Cn3c(ccc(-c4ccccc4F)c3=O)[C@H]1[C@@H](C(=O)NCC)[C@@H]2CO
#59 COc1ccccc1NC(=O)N1C[C@H]2[C@@H](c3ccccc31)[C@H](CO)N2C(=O)c1ccccc1
#60 CO[C@H]1CN(C)C(=O)c2ccc(NC(=O)Cc3ccccc3)cc2OC[C@@H](C)N(CC2CC2)C[C@@H]1C
compound no. | 57 | 58 | 59 | 60
C diff growth | -2 | 0 | -2 | .
KDM4C inh | -0.6 | -2.1 | 0.0 | -1.3
Pf Dd2 inh | 20 | 3 | -5 | -2
Tcruzi prolif | . | -20 | -24 | 23

Screening data from PubChem BioAssay.
